# Pf growth 48h: P. falciparum growth inhibition at 48 hours (one generation); P. falciparum luciferase growth in erythrocytes, 48 h; Potency, µM (highest dose often 28.7 µM), for the others: top-dose activity change, negative = inhibition, most hits filed as inhibitors; hit rate 5.9% among 310,000; AID 504832; also: potency is read from the fitted curve at half-maximal effect; % is scaled to controls: 0 for no effect and ±100 for the full control effect
#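 Cell-based growth assay: transgenic P. falciparum expressing firefly luciferase, cultured in red cells within RPMI 1640 containing 0.5% w/v Albumax, 24 mM bicarbonate and gentamycin. A drop in luciferase activity indicates inhibition.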
# Shiga inhibitor: inhibitors of Shiga toxin in Vero cells; hit rate 9.2% among 290,000; inhibition, % at 38.7 µM; Vero cells, Shiga toxin protein synthesis inhibition reporter; AID 2315; in the data active = inhibition mostly above about 28%, no sharp cut-off; inactive = mostly below about 43%; also: 0% is about no effect
# AMA1 RON2 block: disrupts binding of P. falciparum AMA1 to RON2; Potency, µM (highest dose often 58.2 µM), inactives show top-dose activity change, negative = inhibition, most hits filed as inhibitors; AlphaScreen AMA1-biotinylated RON2 peptide binding; hit rate 0.2% among 360,000; AID 720542;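 also: potency is read from the fitted curve at half-maximal effect; 0% = vehicle wells and -100% = peptide control; nearly all actives have a fitted effect of over 45% in size; some results filed as inactive show a strong effect at the top dose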
#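 AMA1 (3D7) with his tag at 25 nM final met compounds first, then biotinylated RON2 peptide at 25 nM; detection used donor plus acceptor beads, 10 µg/mL apiece, read by AlphaScreen after 30 min at room temperature.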
# LmPK inhibitor: LmPK (Leishmania mexicana) enzyme inhibition | Q27686 | purified LmPK, Kinase-Glo ATP luminescence, 1 h | Potency, µM (highest dose often 57.5 µM), without a hit: at the top dose activity change, negative = inhibition, usual class: inhibitors | hit rate 0.37% among 290,000 | AID 1721; also: potency is read from the fitted curve at half-maximal effect; % is scaled to controls: 0 for no effect and ±100 for the full control effect
# Target sequence (Q27686 whole entry, looked up): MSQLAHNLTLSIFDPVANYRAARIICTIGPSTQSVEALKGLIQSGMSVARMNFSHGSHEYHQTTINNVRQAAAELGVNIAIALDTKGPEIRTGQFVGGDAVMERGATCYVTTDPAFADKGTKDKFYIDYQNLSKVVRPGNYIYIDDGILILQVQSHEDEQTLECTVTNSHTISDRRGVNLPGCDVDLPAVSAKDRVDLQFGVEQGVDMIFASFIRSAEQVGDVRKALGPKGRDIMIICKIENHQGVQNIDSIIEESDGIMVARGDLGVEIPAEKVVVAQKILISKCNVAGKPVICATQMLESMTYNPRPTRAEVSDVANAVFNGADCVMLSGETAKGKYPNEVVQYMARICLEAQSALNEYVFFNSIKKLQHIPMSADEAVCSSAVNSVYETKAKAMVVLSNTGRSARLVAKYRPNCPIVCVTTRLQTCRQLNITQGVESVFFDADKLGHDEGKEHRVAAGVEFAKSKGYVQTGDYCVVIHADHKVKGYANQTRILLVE
#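 Kinase-Glo luminescence read after 1 h RT reaction of 0.1 nM LmPK with 0.5 mM PEP and 0.1 mM ADP. Activity scaled between uninhibited and enzyme-free controls.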
# TbPYK inhibitor: blocks Trypanosoma brucei pyruvate kinase; TbPYK enzyme, Kinase-Glo Plus ATP luminescence, 45 min; Potency, µM (top dose mostly 76.8 µM), inactives show top-dose activity, negative = inhibition, usual class: inhibitors; hit rate 0.12% among 410,000; AID 624173; also: potency is read from the fitted curve at half-maximal effect; % is scaled to controls: 0 for no effect and ±100 for the full control effect; nearly all actives have a fitted effect of over 50% in size
#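 Quantitative HTS: titrated library compounds versus trypanosomal pyruvate kinase in TEA buffer (pH 7.2) containing KCl, MgCl2, BSA and Tween-20. Reactions were initiated with ADP, 130 uM final. Kinase-Glo Plus luminescence was read after 45 min at RT.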
# Pf growth 96h: P. falciparum growth inhibition at 96 hour, primary screen for plastid delayed-death inhibitors. Potency, µM (top dose mostly 28.7 µM), for the others: top-dose activity change, negative = inhibition, most hits filed as inhibitors. hit rate 6.9% among 320,000. P. falciparum luciferase reporter growth, 96 h; also: potency is read from the fitted curve at half-maximal effect; % is scaled to controls: 0 for no effect and ±100 for the full control effect
#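 Luminescence readout: decreased luciferase signal marks inhibited growth of reporter-expressing P. falciparum in infected red cells (2% hematocrit, 0.05% parasitemia final), exposed to compound two generations (96 h, 37 C, 5% CO2).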
# Cycloheximide cs: counter-screen for Shiga toxin inhibitors: cycloheximide protein synthesis inhibition; cell reporter, cycloheximide protein synthesis inhibition counterscreen; max response, %; hit rate 12% among 300,000; AID 2314; in the data active = max response mostly above about 13%, no sharp cut-off; inactive = mostly below about 14%; also: read at 38.3 µM for the half of the compounds with a filed dose; 0% is about no effect
# * = called active by the depositor; ? = inconclusive; . = no result given; & = joins results of further samples; [ ] = remark or other dose. Unless noted, calls follow the shape of the dose curve; as a rule, active = well fitted curve in the direction sought with a large enough effect; inconclusive = small, poorly fitted or top-dose-only effect, or another doubt; inactive = no such curve, though single readings can be large; an effect the other way counts as inactive or inconclusive.
SMILES | Pf growth 48h | Shiga inhibitor | AMA1 RON2 block | LmPK inhibitor | TbPYK inhibitor | Pf growth 96h | Cycloheximide cs
N=c1n(CCCOc2ccccc2Cl)c2ccccc2n1CC(N)=O | ? | 15.0 | -19.1% | 4.2% | 0.5% | ? | -2.6
Cc1cc(C)c2nc(-c3ccccn3)cc(C(=O)Nn3cnnc3)c2c1 | 11.3% | -4.0 | 41.4%[activator] | 1.3% | -17.9% | ? | 3.3
C[C@H](NC(=O)c1[nH]cnc1C(=O)N[C@H](C)c1ccccc1)c1ccccc1 | ? | . | 109.0%[activator] | . | -3.0% | 20.2% | .
COc1ccc(-c2cc(C#N)nc(NN)n2)cc1 | ? | 2.0 | 48.0%[activator] | -2.7% | -5.5% | 2.94µM* | 9.7
CC(C)Oc1ccc(C(=O)OC(C)C(=O)Nc2nc(-c3cccc([N+](=O)[O-])c3)cs2)cc1 (configuration not stated) | -8.6% | 4.0 | 4.0% | 1.7% | 8.5% | -16.5% | -2.5
COc1cc(C(=O)ONC(=O)c2ccc(OC(F)F)cc2)cc(OC)c1OC | ? | 17.8 | 3.7% | -5.8% | -9.1% | ? | 8.7
O=C(NCC(c1ccco1)N1CCc2ccccc21)C(=O)Nc1ccccc1F (configuration not stated) | ? | . | ? | . | -3.4% | 14.2% | .
O=C(CN1CCN(S(=O)(=O)c2ccc(Br)cc2)CC1)Nc1ccc(F)cc1 | 4.15µM* | -5.2 | 7.9% | 3.2% | -8.8% | 18.9% | -0.6
OC(CCNCCc1c[nH]c2ccccc12)C(F)(F)F (configuration not stated) | . | -13.9 | 2.9% | 4.6% | 4.9% | 30.8% | -2.1
COc1cc(C)ccc1OCc1cc(C(=O)N2CCCCCC2)no1 | -19.3% | 63.9* | 4.5% | -10.7% | -5.7% | 54.2%[activator] | 30.1*
CCCN(CCC)CCNC(=O)C1c2ccccc2C(=O)N2CCc3ccccc3C12 (configuration not stated) | -11.4% | -6.8 | 22.1% | -1.8% | 2.2% | ? | -2.8
Cc1cc(=O)nc2c3ccccc3n(CC(=O)NCCC3=CCCCC3)n12 | -17.7% | 115.3 | 11.6% | 3.1% | 1.7% | -26.2% | 40.1*
CCn1c(NC(=O)c2cccs2)nc2ccccc21 | ? | 65.1 | 26.8% | 0.2% | 14.5% | . | 46.6*
COc1cc2c(cc1OC)C(c1cc3cc4c(cc3[nH]c1=O)OCO4)N(C(=O)C(C)C)CC2 (configuration not stated) | ? | 4.1 | -0.4% | 0.8% | 14.0% | ? | -3.7
CCc1nc(-c2ccc(OC)c(OC)c2)cc2cc(OC)c(OC)cc12 | -22.3% | -10.5 | 2.0% | -0.7% | 6.3% | 9.28µM* | -2.0
Cc1ccccc1NC(=O)CSc1nc(N2CCCCC2)nc(N2CCCCC2)n1 | ? | 18.9 | 4.0% | -1.8% | -16.8% | ? | 7.3
CCOc1ccc(CCNC(=O)COC(=O)c2cc(OC)c(OC)c(OC)c2)cc1OCC | ? | -10.2 | . | -1.4% | . | -26.7% | -2.7
COc1cc(NC(=O)c2cc3sccc3n2C)cc(OC)c1 | 159.2%[activator] | 80.6* | -14.9% | -6.2% | -18.6% | ? | 29.7*
O=C(Nc1ccccc1OC(F)F)c1ccc(-n2cncn2)c([N+](=O)[O-])c1 | ? | . | -2.6% | . | -2.2% | -3.3% | .
CCC(C)[C@H](N)c1nnc(SCc2cccc(F)c2)o1 (some centres not stated) | ? | -5.1 | 11.7% | 3.4% | -2.8% | 1.8% | 8.3
N#Cc1c(NC(=O)c2ccccc2)sc2c1CCC2 | . | 196.3* | -4.7% | 7.8% | -1.7% | 258.3%[activator] | 45.7*
Cc1oc2c(C)c(O)ccc2c(=O)c1-c1ccc2ccccc2n1 | ? | -19.9 | -5.0% | -0.3% | 1.1% | ? | 10.2
Cc1ccc(F)c([C@H]2[C@@H]3C=CCC[C@@]3(C)C(=O)N2Cc2ccccc2)c1 | ? | 25.0 | 3.6% | 3.7% | 1.7% | ? | 0.8
CCC(c1nnc(SCC(=O)Nc2cc(S(C)(=O)=O)ccc2Cl)n1Cc1ccccc1)N(C)C (configuration not stated) | ? | -13.3 | 32.8%[activator] | -2.1% | -7.8% | -16.6% | -2.5
CN1C(=O)C(CC(=O)NCCc2ccccc2)N(NC(=O)c2cccc(F)c2)C1=S (configuration not stated) | 3.7% | -5.6 | 23.4% | 1.9% | -3.6% | ? | -4.1
COc1cccc(CNC2CN3CCC2CC3)c1OC (configuration not stated) | 12.1% | -3.7 | -4.4% | -1.7% | ? | ? | -2.6
O=C1CSC2(CCN(CCCN3c4ccccc4Sc4ccc(Cl)cc43)CC2)N1 | ? | . | . | . | -7.4% | 8.49µM* | .
Cc1ccc(OCC(=O)N2CCCC(N3CCN(c4ccc(F)cc4)CC3)C2)cc1 (configuration not stated) | ? | 15.2 | -7.1% | 10.1% | 0.0% | 21.7% | -2.8
CCOP(=S)(OCC)Oc1ccc2c(C)c(Cl)c(=O)oc2c1 | ? | . | 8.4% | . | -9.4%&5.6% | ? | .
CCc1nc2cc(Cl)c(Cl)cc2nc1CC | 4.5% | -16.4 | 3.5% | -7.2% | -2.6% | 4.4% | -2.0
Cc1nn(Cc2ccccc2)c(C)c1NC(=O)Cn1nc([N+](=O)[O-])c(Cl)c1C | -4.6% | -12.7 | 3.3% | -3.3% | -16.7% | 30.8%[activator] | -2.2
COc1ccccc1CNC(=O)CSc1nc2nc(C)cc(C)n2n1 | 11.0% | 34.2 | 35.7% | -1.0% | 5.1% | -3.5% | 14.1
CCn1nnnc1SCCSc1nnnn1CC | 31.6%[activator] | -1.6 | 12.7% | 1.7% | 0.0% | 233.8%[activator] | -1.1
CCCCNc1ccc(C(CC(N)=O)NC(=O)c2cc(C)cc(C)c2)cc1[N+](=O)[O-] (configuration not stated) | 9.3% | -5.3 | 2.3% | -3.0% | 1.8% | 4.9% | 1.7
CCCC(=O)C1C(=O)NC(=O)NC1=O | 6.6% | 30.3 | -9.2% | -3.4% | -2.6% | 39.0%[activator] | -1.6
CC(OC(=O)c1cccs1)C(=O)NCc1cccs1 (configuration not stated) | 13.5% | 27.0 | 4.9% | 2.8% | -6.9% | -5.8% | -3.5

# Shown with each value named: 4 of the compounds above
> COc1ccccc1CNC(=O)CSc1nc2nc(C)cc(C)n2n1
  Pf growth 48h: 11.0% | Shiga inhibitor: 34.2 | AMA1 RON2 block: 35.7% | LmPK inhibitor: -1.0% | TbPYK inhibitor: 5.1% | Pf growth 96h: -3.5% | Cycloheximide cs: 14.1

> CCn1nnnc1SCCSc1nnnn1CC
  Pf growth 48h: 31.6%[activator] | Shiga inhibitor: -1.6 | AMA1 RON2 block: 12.7% | LmPK inhibitor: 1.7% | TbPYK inhibitor: 0.0% | Pf growth 96h: 233.8%[activator] | Cycloheximide cs: -1.1

> CCCCNc1ccc(C(CC(N)=O)NC(=O)c2cc(C)cc(C)c2)cc1[N+](=O)[O-] (configuration not stated)
  Pf growth 48h: 9.3% | Shiga inhibitor: -5.3 | AMA1 RON2 block: 2.3% | LmPK inhibitor: -3.0% | TbPYK inhibitor: 1.8% | Pf growth 96h: 4.9% | Cycloheximide cs: 1.7

> CCCC(=O)C1C(=O)NC(=O)NC1=O
  Pf growth 48h: 6.6% | Shiga inhibitor: 30.3 | AMA1 RON2 block: -9.2% | LmPK inhibitor: -3.4% | TbPYK inhibitor: -2.6% | Pf growth 96h: 39.0%[activator] | Cycloheximide cs: -1.6

# The results go on:
# Order of values: Pf growth 48h	Shiga inhibitor	AMA1 RON2 block	LmPK inhibitor	TbPYK inhibitor	Pf growth 96h	Cycloheximide cs
- CCCCOC(=O)Nc1nnc(Cc2ccc(Cl)cc2)s1
→ -5.8%	23.0	3.2%	5.3%	1.4%	?	-2.2
- O=C(CNC(=O)c1ccccc1)OCC(=O)c1cccs1
→ 13.9%	3.5	-3.4%	-0.4%	-2.1%	48.8%[activator]	8.4
- O=C(C[n+]1ccc(C(=O)N/N=C/c2ccc(Cl)cc2Cl)cc1)c1ccccc1
→ .	20.8	-0.8%	7.2%	7.0%	?	8.8
- CCc1nnc(NC(=O)CCC(=O)NCCc2ccc(OC)c(OC)c2)s1
→ -2.3%	-4.9	1.4%[11.6 µM]	-1.7%	4.0%	16.9%	-3.1
- CC1(C)CC(=O)C2=C(C1)N(Cc1cccnc1)C(=O)C2(NC(=O)c1cccnc1)C(F)(F)F (configuration not stated)
→ 28.7%	-12.7	-8.9%	-5.2%	-4.2%	-28.2%	-2.7
- COc1cccc(CN(C)C(=O)c2cc(COc3c(F)cccc3F)on2)c1
→ 20.7%	4.8	-2.0%	6.8%	-2.4%	-26.3%	21.9*
- COc1cc(NC(=O)CN2C(=O)CN(C)C2=O)c(C)cc1[N+](=O)[O-]
→ ?	14.5	0.2%	-5.2%	3.8%	1.0%	-1.4
- C=CCNC(=S)NNc1nc2sc3c(c2c(=O)[nH]1)CC(C)(C)OC3
→ 7.9%	-6.6	94.9%[activator]	0.9%	-16.1%	-10.8%	0.8
- NC(=O)[C@@H]1CC2(CC(c3cccc(NC(=O)CC(c4ccccc4)c4ccccc4)c3)=NO2)CN1C(=O)c1ccc(Cl)cc1 (some centres not stated)
→ ?	-4.5	4.4%	5.9%	4.0%	?	-3.2
- Cc1ncsc1CCSc1n[nH]c(=O)n1-c1ccccc1
→ 20.6%	9.5	4.6%	9.0%	-16.5%	.	-0.5
- CSc1nc2ccc(NS(=O)(=O)c3ccc4c(c3)OCCO4)cc2s1
→ -6.3%	1.7	-4.6%	5.5%	-8.5%	83.4%[activator]	5.0
- CCOC(=O)c1[nH]nc2c1C(=O)N(Cc1ccccc1)C2=O
→ 26.1%	-6.2	-5.7%	0.1%	-11.4%	?	-1.2
- CC1(C)CC(=O)C(C(C2=C(O)CC(C)(C)CC2=O)c2ccc(Br)s2)C(=O)C1 (configuration not stated)
→ ?	-7.4	-1.6%[11.6 µM]	5.2%	?	?	-0.5
- Cc1cnc(C(=O)OCC(=O)Nc2ccc(C)c(S(=O)(=O)N3CCCCC3)c2)cn1
→ -73.3%	-4.4	11.9%	-1.7%	4.0%	?	-5.2
- COC(=O)c1c(C)oc2c1cc(NS(=O)(=O)c1ccc(C(=O)O)cc1)c1ccccc12
→ 34.1%[activator]	-7.3	-0.2%	11.2%	-13.6%	?	1.4
- CCOC(=O)CC(=O)CSc1nc(CC)c(C)cc1C#N
→ -22.3%	4.3	-4.0%	-13.7%	-17.5%	?	14.8
- COC(=O)c1ccc(NC(=O)c2cccc(N3C(=O)CCC3=O)c2)cc1
→ 17.8%	.	2.4%	.	-2.2%	3.1%	.
- COc1ccc(CN(C)C(=O)C2CSC3(C)CCC(=O)N23)cc1OC (configuration not stated)
→ 5.0%	.	-11.3%	.	5.2%	?	.
- O=C(NCC(=O)N(c1cccc(F)c1)C(C(=O)NC1CCCC1)c1ccncc1)c1cccs1 (configuration not stated)
→ 0.5%	-6.4	24.6%	5.6%	-1.3%	?	-3.0
- O=C(Cn1nnc(-c2ccccc2)n1)c1ccccc1
→ 8.1%	84.2	5.2%	2.5%	3.9%	?	2.1

# Screens (PubChem)
